Screening results as filed in PubChem BioAssay.
M5 PAM = human M5 muscarinic receptor positive allosteric modulators, primary screen, CHO-K1 cells, Fluo-8 calcium fluorescence. 360,000 compounds, 0.3% hits. activation, % at 3 µM. AID 624038, 2012. CHO-K1 hM5, ACh EC20 PAM; 0% = ACh EC20, 100% = ACh EC100;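 active means activation above the run cutoff, the mean activation of all test compounds plus 3 SD, cut at about 18% in these data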
Target sequence (P08912 whole entry, looked up): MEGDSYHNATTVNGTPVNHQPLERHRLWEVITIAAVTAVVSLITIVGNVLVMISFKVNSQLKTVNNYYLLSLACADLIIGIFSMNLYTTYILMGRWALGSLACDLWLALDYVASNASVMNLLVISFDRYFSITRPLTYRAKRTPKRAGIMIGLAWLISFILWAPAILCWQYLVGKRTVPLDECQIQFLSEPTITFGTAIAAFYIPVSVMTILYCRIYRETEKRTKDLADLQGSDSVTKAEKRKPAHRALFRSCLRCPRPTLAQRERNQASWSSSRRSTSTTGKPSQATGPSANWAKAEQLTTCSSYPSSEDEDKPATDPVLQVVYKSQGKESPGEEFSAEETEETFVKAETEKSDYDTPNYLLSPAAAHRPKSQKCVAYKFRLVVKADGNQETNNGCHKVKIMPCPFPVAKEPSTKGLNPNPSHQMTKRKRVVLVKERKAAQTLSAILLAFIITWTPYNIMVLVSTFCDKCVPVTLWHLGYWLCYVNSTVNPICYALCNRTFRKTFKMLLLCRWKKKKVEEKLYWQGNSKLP
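Assay system: CHO-K1 hM5 cells. Also added: acetylcholine at EC20 concentration, added after compound. Dosing: 3 µM, single dose. Times: compound preincubation 140 s before EC20 acetylcholine addition. Signal: Fluo-8 calcium fluorescence. Measure: % activation relative to EC20 and EC100 ACh responses. Repeats: singlicate, one well per test compound.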
M4 ag = human M4 muscarinic receptor agonists, primary screen, CHO-K1 cells, Fluo-8 calcium fluorescence | CHO-K1 hM4/Gqi5; vehicle 0%, full acetylcholine response 100% | activation, % at 3 µM | 360,000 compounds, 0.14% hits | AID 624127, 2012;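 active means activation above the run mean over all test wells plus 3 SD, cut at about 32% in these data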;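 further: peak over basal fluorescence ratio per well then scaled between controls; 0% = DMSO wells and 100% = acetylcholine at EC100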
Target sequence (P08173 whole entry, looked up): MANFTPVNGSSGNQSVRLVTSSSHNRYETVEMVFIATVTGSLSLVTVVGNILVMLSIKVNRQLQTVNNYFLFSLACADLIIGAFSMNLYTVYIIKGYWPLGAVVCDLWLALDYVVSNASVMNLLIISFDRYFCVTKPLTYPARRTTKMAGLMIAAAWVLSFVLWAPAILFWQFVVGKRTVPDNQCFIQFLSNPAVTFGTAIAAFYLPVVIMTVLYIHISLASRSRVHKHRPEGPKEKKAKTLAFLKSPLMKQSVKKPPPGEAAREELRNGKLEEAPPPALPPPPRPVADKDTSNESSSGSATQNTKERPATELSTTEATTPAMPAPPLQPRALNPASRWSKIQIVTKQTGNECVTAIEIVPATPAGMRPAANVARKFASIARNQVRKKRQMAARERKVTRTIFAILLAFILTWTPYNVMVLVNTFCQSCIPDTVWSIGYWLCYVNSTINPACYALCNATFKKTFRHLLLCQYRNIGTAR
CHRM5 antagonist = human M5 muscarinic receptor antagonists, primary screen, CHO cells, Fluo-8 calcium fluorescence; Muscarinic acetylcholine receptor M5 (Homo sapiens), P08912; CHO-hM5 cells, ACh EC80; inhibition, % at 3 µM; 360,000 compounds, 0.59% hits;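 active means inhibition above a per-plate cutoff, the mean of that plate's test compounds plus 3 SD, cut at about 27% in these data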;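 further: 0% = acetylcholine EC80 with DMSO and 100% = DMSO without agonist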
CRFBP-R2 agonist = agonists of CRF-BP/CRF-R2 complex, primary screen, cell-based, HEK293, calcium dye fluorescence, uHTS. CRF-binding protein / CRF receptor 2 complex (human). activation, % at 13.2 µM. AID 588473, 2011. 350,000 compounds, 0.46% hits. calcium dye fluorescence (FLIPR); percent of saturating CRF peptide response;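 active means activation of at least 50%, plus an integration ratio under a set limit after plate pattern correction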;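 further: plate controls were neutral control wells without compound for no effect and CRF at EC100 for full effect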
CHRM5 agonist = human M5 muscarinic receptor agonists, primary screen, CHO-K1 cells, Fluo-8 calcium fluorescence | AID 624037, 2012 | 360,000 compounds, 0.19% hits | Muscarinic acetylcholine receptor M5 (Homo sapiens), P08912 | CHO-K1 hM5 cells; 0% DMSO wells, 100% maximal acetylcholine response | activation, % at 3 µM;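 active means activation above the run's mean over test compounds plus 3 SD, cut at about 23% in these data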;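 further: signal is peak over basal fluorescence ratio across the kinetic read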
CHRM4 antagonist = human M4 muscarinic receptor antagonists, primary screen, CHO cells, Fluo-8 calcium fluorescence. 360,000 compounds, 0.73% hits. CHO-hM4 cells, ACh EC80. inhibition, % at 3 µM;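 active means inhibition above its plate's cutoff, the mean inhibition of sample wells plus 3 SD, cut at about 27% in these data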;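 further: 0% = acetylcholine EC80 with DMSO and 100% = DMSO without agonist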
CHRM1 antagonist = human M1 muscarinic receptor antagonists, primary screen, CHO-K1 cells, Fluo-8 calcium fluorescence, 1536-well | inhibition, % at 3 µM | CHO-K1 hM1, ACh EC80 antagonist | 360,000 compounds, 1.3% hits | Muscarinic acetylcholine receptor M1 (Homo sapiens), P11229;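 active means percent inhibition above its own plate's cutoff, namely the mean of that plate's compound wells plus 3 SD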;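 further: peak over basal fluorescence ratio during 140 s after agonist addition; 0% = ACh EC80 plus DMSO and 100% = DMSO alone without agonist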
M1 PAM = human M1 muscarinic receptor positive allosteric modulators, primary screen, CHO-K1 cells, Fluo-8 calcium fluorescence, 1536-well | Muscarinic acetylcholine receptor M1 (Homo sapiens), P11229 | CHO-K1 hM1, ACh EC20; 0% = ACh EC20, 100% = maximal ACh | activation, % at 3 µM | 360,000 compounds, 0.088% hits | AID 588819, 2011; in the data active means activation above about 19%, passing the limit was not always enough
M4 PAM = human M4 muscarinic receptor positive allosteric modulators, primary screen, CHO-K1 cells, Fluo-8 calcium fluorescence; 360,000 compounds, 0.4% hits; Muscarinic acetylcholine receptor M4 (Homo sapiens), P08173; activation, % at 3 µM; CHO-K1 hM4/Gqi5, ACh EC20; 0% = ACh EC20, 100% = maximal ACh;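 active means activation above its plate's cutoff, the mean activation of sample wells plus 3 SD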; further: some results filed as inactive read as strong as hits
The depositor's hits bear a star; / = no result given. Rows are unselected, and some 2.8% of all compounds hit somewhere here.

No. | M4 PAM | CHRM1 antagonist | M4 ag | CHRM5 antagonist | CRFBP-R2 agonist | CHRM4 antagonist | M1 PAM | M5 PAM | CHRM5 agonist | Molecule
1 | -1 | -4 | 1 | 5 | -0.3 | -2 | -1 | -6 | -4 | Cc1ccccc1-c1nc(CN(C)C(C)c2ccon2)c(C)o1 (stereo unspecified)
2 | -2 | 5 | 0 | 8 | 0.3 | 3 | -1 | -5 | -2 | CC(C)Cc1nc(N2CCC(C(N)=O)CC2)c2nnn(Cc3ccccc3)c2n1
3 | -3 | 2 | 1 | 5 | 1.9 | -2 | -4 | -4 | -7 | CC(C)(C)NC1=CC(=O)OC12CCCCC2
4 | 0 | 8 | 0 | -9 | 1.5 | 16 | -11 | -2 | -1 | O=C(Cc1c(C(=O)O)[nH]c2ccccc12)NCCN1CCN(c2cccc(Cl)c2)CC1
5 | -2 | -2 | 1 | -6 | 3.3 | -11 | 6 | 7 | -2 | Cc1ccccc1NC(=O)c1ccccc1NC(=O)CCC(=O)O
6 | -8 | 9 | 5 | 2 | 2.7 | -3 | -4 | -3 | 0 | O=c1cc(CN2CCN(S(=O)(=O)/C=C/c3ccccc3)CC2)c2ccc(O)cc2o1
7 | 6 | 1 | 0 | -11 | 0.6 | -1 | 8 | 6 | 1 | Cc1nc2ccccc2nc1OCc1ccccc1
8 | 3 | 0 | 7 | 9 | 3.8 | -7 | 9 | -5 | 13 | Nc1c(C(=O)Nc2ccc3c(c2)OCCO3)nnn1Cc1ccccc1Cl
9 | 1 | -7 | 2 | -8 | 4.1 | -15 | 1 | 0 | -1 | Cc1noc(C)c1C(=O)OCC(=O)Nc1cccc(F)c1
10 | 2 | 1 | 0 | 7 | -0.6 | -3 | 0 | -5 | -4 | COc1ccc(/C=C/C(=O)NC(=S)Nc2ccc(S(=O)(=O)N=C(N)N)cc2)cc1OC
11 | 15 | -5 | 1 | 5 | 3.8 | -3 | 10 | 6 | -1 | CC(C)(C)c1nc(SCC(=O)Nc2nc3c(s2)CCCC3)c2ccccc2n1
12 | -2 | -10 | 0 | -7 | -1.1 | -2 | 6 | 8 | 0 | CS(=O)(=O)Cc1ccc(C(=O)NC2CCN(Cc3ccccc3)C2)cc1 (stereo unspecified)
13 | -3 | 9 | 0 | 4 | -0.5 | 6 | -5 | -4 | 0 | N#Cc1ccc(NC(=O)COC(=O)C2Cc3ccccc3CN2C(=O)c2ccccc2)cc1 (stereo unspecified)
14 | 6 | 8 | 11 | 1 | 23 | 7 | 6 | 0 | 4 | CC(NCC(O)COCCC12CC3CC(CC(C3)C1)C2)c1ccccc1 (stereo unspecified)
15 | -1 | -9 | -2 | 17 | -2.1 | 8 | 1 | -4 | -3 | COc1ccc(-c2cc(C(F)(F)F)nc(SCC(N)=O)n2)cc1
16 | -3 | -13 | 0 | 7 | 1.8 | -3 | 8 | -3 | -2 | O=C(O)C1C2CCC(O2)C1C(=O)Nc1ccc(Cl)cc1F (stereo unspecified)
17 | -2 | / | 0 | -3 | / | 0 | / | 7 | -2 | O=C(OCc1ccccc1)c1c(-c2ccccc2)oc2c1C(OCCO)CCC2 (stereo unspecified)
18 | 3 | -4 | 3 | 3 | 1.2 | -12 | 3 | 3 | -7 | O=C(c1cc(COc2ccc(F)cc2Cl)on1)N1CCc2ccccc2C1
19 | 5 | 5 | 1 | 8 | -0.8 | 1 | -1 | -4 | -1 | COc1ccc(-c2nnc(SCC(=O)NCCc3ccc(S(N)(=O)=O)cc3)o2)cc1OC
20 | -1 | 5 | 1 | 0 | 1.4 | 2 | 0 | -1 | 1 | N#CCCn1cc(C(=O)O)c(-c2cc3ccccc3o2)n1
21 | -1 | -5 | 6 | 8 | -0.7 | 1 | 6 | -6 | 3 | CC1CCC2C(=O)N(c3ccc(S(=O)(=O)c4ccccc4)cc3)C(=O)C2C1 (stereo unspecified)
22 | 2 | 5 | 1 | 16 | 1.4 | -3 | 2 | 1 | 0 | COCCCN1C(=O)c2ccc(C(=O)OCC(=O)NCc3cccc(OC)c3)cc2C1=O
23 | 5 | -8 | 0 | -13 | -0.1 | 0 | 11 | 18* | 0 | COc1ccc(/C=C/C(=O)OCC(=O)Nc2cc(C(N)=O)cc(C(N)=O)c2)cc1
24 | -7 | -3 | 4 | 1 | -2.1 | 7 | 3 | -8 | 7 | C/C(N)=C(/C#N)C(=O)CSc1nnnn1-c1ccc(C)cc1
25 | 4 | -1 | -1 | 6 | -0.6 | 0 | 6 | -1 | -3 | COc1ccccc1NC(=O)NC1CCCCCCC1
26 | -6 | -20 | 0 | -6 | 1.3 | -1 | 8 | -7 | 6 | Cc1cc(=O)[nH]c(SCCc2ccccc2)n1
27 | 5 | -6 | 3 | 1 | 2.4 | -15 | 5 | 4 | 1 | Cc1ccc(C(=O)Nc2ccc(Oc3cccc(C(F)(F)F)c3)nc2)cc1
28 | 7 | -25 | 0 | 4 | 5.5 | -8 | 22 | 0 | 2 | Cc1c(NC(=O)C2CCCN2S(=O)(=O)c2cccc3nsnc23)cccc1C(=O)O (stereo unspecified)
29 | 4 | -8 | -3 | -4 | -0.1 | -3 | -1 | -3 | -7 | Cc1ccc(C)c(-c2csc(N)c2C(=O)OC(C)C)c1
30 | 4 | / | 1 | -4 | / | -4 | / | -3 | 3 | CC(C)C[C@@H]1COc2cc(N3CC[C@H](O)C3)ccc2S(=O)(=O)N1
31 | 1 | -14 | -2 | -9 | -0.5 | -6 | 8 | -13 | -9 | Cc1cc(C(C)c2ccccc2)c(O)c(CN2CCOCC2)c1C (stereo unspecified)
32 | -5 | -5 | -2 | 12 | -0.9 | 11 | 5 | -2 | 0 | Cc1ccc(N(C(=O)CNC(=O)c2ccco2)C(C(=O)NC2CCCCC2)c2cccnc2)cc1 (stereo unspecified)
33 | 0 | -21 | 0 | 5 | -1.2 | -1 | 3 | -4 | -1 | Cc1c(C(=O)O)oc2c1ccc1ccccc12
34 | 0 | -10 | 0 | -1 | 3.0 | -2 | 3 | 0 | -3 | CCN(CC)CCNC(=O)c1cn(CC)c2ccc(S(=O)(=O)N(C)C)cc2c1=O
35 | -12 | 19 | 18 | 18 | 0.9 | 3 | -7 | -7 | 1 | O=C(NCCN1C(=O)S/C(=C\c2cccs2)C1=O)c1ccco1
36 | -1 | -9 | 5 | 10 | 1.1 | -3 | 5 | -2 | -1 | O=C(Nc1sc2c(c1C(=O)NCCCO)CCCC2)c1ccccc1
37 | 2 | 12 | 1 | 5 | -0.2 | 2 | -5 | 7 | 4 | COC(=O)c1ccccc1S(=O)(=O)N1CCC(C(=O)NC2CCCCC2C)CC1 (stereo unspecified)
38 | -4 | -4 | 5 | 11 | 0.4 | 3 | 0 | -4 | 2 | CC(C)NC(=O)CSc1nc(Cc2cccs2)nc2ccccc12
39 | 6 | -4 | 0 | -4 | 4.9 | -12 | 0 | 3 | -4 | CC(C)CN1CCN(Cc2cccn2-c2ccc(Cl)cn2)CC1CCO (stereo unspecified)
40 | 25* | -8 | 0 | 8 | -1.3 | -4 | 13 | 5 | -2 | CCNC(=O)CC1C(=O)N(c2ccccc2)C(=O)N1CCC(C)C (stereo unspecified)
41 | -3 | 8 | 0 | 2 | 4.5 | 12 | -4 | -3 | -2 | Clc1ccc(-c2ccnc(Oc3ccc4ccccc4c3)n2)cc1
42 | 6 | -18 | 2 | 1 | -1.2 | 0 | 11 | 7 | -4 | CC1(c2ccccc2)NC(=O)N(CC(=O)N2CCN(S(=O)(=O)c3ccccc3[N+](=O)[O-])CC2)C1=O (stereo unspecified)
43 | 5 | -6 | -2 | 0 | -0.2 | 1 | 9 | -1 | -2 | Cc1cc(C)cc(NC(=O)C2(c3cccs3)CCOCC2)c1
44 | 9 | -2 | 1 | -6 | 0.9 | 4 | -1 | 3 | -1 | O=C(O)C1C2CCC(O2)C1C(=O)Nc1cnn(Cc2ccccc2)c1 (stereo unspecified)
45 | 1 | -5 | 11 | 7 | / | -1 | 4 | -2 | 4 | COc1ccc(OC)c(NC(=O)Nc2nc(C(N)c3ccccc3Cl)cs2)c1 (stereo unspecified)
46 | 17 | -11 | 1 | 8 | -5.3 | -3 | 3 | 3 | 1 | COC(=O)C(C(=O)OC)C(c1ccccc1)C(C(=O)c1ccccc1)[N+](=O)[O-] (stereo unspecified)
47 | 3 | -1 | 6 | 2 | -0.9 | -7 | -2 | 3 | 2 | CN(Cc1cnn(C)c1)Cc1nc(-c2ccc(Cl)cc2)no1
48 | 0 | -18 | 13 | -3 | 0.1 | -12 | -3 | -8 | 3 | c1ccc(COc2ccc(OCCCn3cncn3)cc2)cc1
49 | 5 | / | 5 | -3 | / | -5 | / | 4 | 2 | CC[C@H](CO)Oc1cc(NCc2cccc(N)c2)c2ncn(C(C)C)c2c1
50 | -17 | 17 | 1 | 3 | -0.8 | 20 | -30 | 8 | -9 | CC1CCCCC1N=C1NC(C)(C)CS1 (stereo unspecified)

(next part)
No. | M4 PAM | CHRM1 antagonist | M4 ag | CHRM5 antagonist | CRFBP-R2 agonist | CHRM4 antagonist | M1 PAM | M5 PAM | CHRM5 agonist | Molecule
51 | -11 | 8 | 19 | 6 | -2.4 | 31* | -3 | -19 | 3 | C=CCC[C@@H](Cc1ccc(F)cc1)C(=O)OC[C@H]1CCCN1C(=O)[C@@H](CC=C)CC(=O)N[C@H](CO)Cc1ccccc1
52 | 5 | -4 | 2 | -11 | 3.7 | -4 | -3 | 8 | 5 | COc1ccc(C2CC(c3ccccc3Cl)Nc3ncnn32)cc1OC (stereo unspecified)
53 | 13 | -11 | 0 | -3 | -0.8 | 6 | 12 | 9 | 1 | O=C(CCC(=O)NNC(=O)COc1ccccc1)NCc1ccccc1
54 | -2 | -21 | 0 | -2 | -1.2 | 0 | 4 | 13 | -2 | Cc1ccc(C)n1NC(=O)c1ccc(Cl)cc1
55 | 3 | -14 | 0 | -1 | -0.5 | -2 | 9 | 2 | 2 | COc1ccc(C2NCCO2)cc1OC (stereo unspecified)
56 | 4 | -4 | 1 | -6 | -0.2 | -13 | 6 | 4 | -1 | Cc1cccc(NC(=O)Cn2c(=O)oc3ccccc32)n1
57 | 8 | -27 | -2 | 12 | -0.1 | -1 | 11 | 2 | -6 | Cc1ccc(-c2nc(-c3ccncc3)no2)c(C)c1

3 structures already listed, arranged by formula weight, rising.
No. | M4 PAM | CHRM1 antagonist | M4 ag | CHRM5 antagonist | CRFBP-R2 agonist | CHRM4 antagonist | M1 PAM | M5 PAM | CHRM5 agonist | Molecule
55 | 3 | -14 | 0 | -1 | -0.5 | -2 | 9 | 2 | 2 | COc1ccc(C2NCCO2)cc1OC (stereo unspecified)
57 | 8 | -27 | -2 | 12 | -0.1 | -1 | 11 | 2 | -6 | Cc1ccc(-c2nc(-c3ccncc3)no2)c(C)c1
51 | -11 | 8 | 19 | 6 | -2.4 | 31* | -3 | -19 | 3 | C=CCC[C@@H](Cc1ccc(F)cc1)C(=O)OC[C@H]1CCCN1C(=O)[C@@H](CC=C)CC(=O)N[C@H](CO)Cc1ccccc1
